S1P1 ag: activates the human S1P1 receptor. AID 1044. activation, % at 4.5 µM. S1P1 agonist cell-based reporter assay. 16,000 tested, 1.5% active; in the data active = activation above about 80%
rat GALR2 agon: agonists of rat galanin receptor 2 (GALR2). cell-based GALR2 agonist screen. 16,000 tested, 0.5% active. activation, % at 10 µM; in the data active = activation above about 15%
PME-1 Maybridge: Maybridge compound blocking human PME-1; 16,000 tested, 0.5% active; recombinant PME-1, FP-Rh probe fluorescence polarization; Q9Y570; inhibition, % at 9 µM; in the data active = inhibition above about 30%
Target sequence (Q9Y570 whole entry, looked up): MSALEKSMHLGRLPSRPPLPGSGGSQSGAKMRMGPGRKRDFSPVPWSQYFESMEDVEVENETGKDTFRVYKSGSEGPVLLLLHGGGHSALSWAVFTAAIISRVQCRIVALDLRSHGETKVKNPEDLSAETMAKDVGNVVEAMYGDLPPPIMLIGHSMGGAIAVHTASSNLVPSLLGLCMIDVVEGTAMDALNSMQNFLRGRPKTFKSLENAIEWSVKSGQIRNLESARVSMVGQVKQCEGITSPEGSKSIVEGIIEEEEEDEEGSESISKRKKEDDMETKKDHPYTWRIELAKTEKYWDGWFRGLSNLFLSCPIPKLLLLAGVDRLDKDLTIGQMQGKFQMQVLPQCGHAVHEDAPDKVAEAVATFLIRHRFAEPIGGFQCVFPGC
OPRK1 antag MB: blocks the human kappa opioid receptor, Maybridge compounds; OPRK1 cells, antagonist mode, fluorescence readout; inhibition, % at 9 µM; P41145; 16,000 tested, 0.4% active; AID 652031; in the data active = inhibition above about 50%
Luminol counter: counter-screen for Nox1 inhibitors: inhibitors of luminol chemiluminescence. 16,000 tested, 0.4% active. inhibition, % at 6.7 µM. HRP/luminol/H2O2 chemiluminescence counterscreen; also: reference of the scale not given here
NOTCH agonist: agonists of NOTCH signaling. NOTCH signaling luciferase reporter cells, luminescence. activation, % at 2.5 µM. 15,000 tested, 0.4% active. AID 434982; in the data active = activation above about 2.2%
TLR4-MyD88 inh: blocks binding of human TLR4 to MyD88; O00206; Cell-based TLR4-MyD88 binding inhibition assay; inhibition, % at 10 µM; 16,000 tested, 0.06% active; AID 811; in the data active = inhibition above about 45%
Nox1 inh: human Nox1 inhibition; Q9Y5S8; HT29 cells, luminol chemiluminescence ROS; inhibition, % at 6.7 µM; 16,000 tested, 0.81% active
Target sequence (Q9Y5S8 whole entry, looked up): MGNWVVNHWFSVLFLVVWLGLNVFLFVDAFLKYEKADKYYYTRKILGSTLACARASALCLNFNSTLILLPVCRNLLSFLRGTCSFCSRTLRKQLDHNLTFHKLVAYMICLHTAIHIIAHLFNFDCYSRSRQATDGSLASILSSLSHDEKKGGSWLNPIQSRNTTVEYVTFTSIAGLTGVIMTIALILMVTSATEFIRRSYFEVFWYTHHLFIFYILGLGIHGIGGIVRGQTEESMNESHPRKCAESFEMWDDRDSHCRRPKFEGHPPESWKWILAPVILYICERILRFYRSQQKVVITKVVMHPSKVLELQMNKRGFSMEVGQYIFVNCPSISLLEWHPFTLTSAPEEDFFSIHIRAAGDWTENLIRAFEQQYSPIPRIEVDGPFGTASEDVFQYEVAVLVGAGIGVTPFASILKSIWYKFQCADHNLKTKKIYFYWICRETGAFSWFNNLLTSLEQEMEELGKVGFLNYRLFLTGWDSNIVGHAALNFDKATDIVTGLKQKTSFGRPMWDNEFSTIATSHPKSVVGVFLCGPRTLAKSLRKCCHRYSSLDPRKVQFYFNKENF
An asterisk follows results filed as active; · = no result given. Rule as the data show it, unless noted: active = inhibition above about 75%; inactive = the rest.

Start of the data: the first 3 entries, ahead of the listing:
structure	S1P1 ag	rat GALR2 agon	PME-1 Maybridge	OPRK1 antag MB	Luminol counter	NOTCH agonist	TLR4-MyD88 inh	Nox1 inh
N#Cc1cc(Cl)ccc1Nc1ncnc(N)n1	-38	-9	0	-5	2	·	-6	-8
Oc1c(Cl)c2nc3ccccc3nc2c2ccccc12	8	-12	21	22	6	0.4	9	-18
O=C(Nc1ccc(N2CCOCC2)nc1)C1CC(=O)N(Cc2ccco2)C1 (stereo unspecified)	-10	-8	3	2	-3	-0.3	-6	-17

The listing, from the first entry:
structure	S1P1 ag	rat GALR2 agon	PME-1 Maybridge	OPRK1 antag MB	Luminol counter	NOTCH agonist	TLR4-MyD88 inh	Nox1 inh
N#Cc1cc(Cl)ccc1Nc1ncnc(N)n1	-38	-9	0	-5	2	·	-6	-8
Oc1c(Cl)c2nc3ccccc3nc2c2ccccc12	8	-12	21	22	6	0.4	9	-18
O=C(Nc1ccc(N2CCOCC2)nc1)C1CC(=O)N(Cc2ccco2)C1 (stereo unspecified)	-10	-8	3	2	-3	-0.3	-6	-17
Cc1cc(CNCC(O)C(F)(F)F)no1 (stereo unspecified)	-7	-8	-3	-28	1	-0.6	-3	-46
O=C(Nc1ccc2c(c1)OCCO2)c1ccccc1	-4	-8	-2	-4	3	-0.3	0	-4
COc1ccc(CS/C(N)=N/N)cc1	-16	-5	5	-1	6	-0.1	12	-29
S=C(NCCc1ccccc1)N/N=C/c1cccs1	-5	-9	1	-8	5	0.7	-6	-9
O=c1[nH]cc(N2CCOCC2)c(=O)[nH]1	-1	-5	-2	0	26	-0.2	0	-27
Cc1ccc(S(=O)(=O)OC[C@H]2O[C@@H](n3cnc4c(=O)[nH]c(NC(=O)C(C)C)nc43)CC2O)cc1 (stereo partly specified)	7	-7	6	2	-8	·	10	-12
NC(N)=NC(N)=Nc1ccc(Cl)cc1C(=O)c1ccccc1	-10	0	-2	-18	2	-0.4	11	-43
O=C(O)CSCC(=O)N1CCN(c2ccc(F)cc2)CC1	-5	-7	1	40	4	-0.7	-9	-51
O=C(NC(=O)N1CCSCC1)c1ccc(Oc2ccc(C(F)(F)F)cc2[N+](=O)[O-])cc1	-6	-6	-1	-9	-1	-0.6	-8	-7
CCOC(=O)CSc1nnc(Cn2nnc3ccccc32)n1-c1ccc(F)cc1	-18	-4	0	-18	-2	0.4	-7	4
NC(=O)C1CC2CCC1CC2 (stereo unspecified)	5	-2	1	-2	2	-0.2	3	-36
CCCCc1ccc(NC(=O)CSc2nnc(N)s2)c(C)c1	-16	-1	-1	-5	2	-0.4	-3	-38

Already shown: an excerpt of the list.
structure	S1P1 ag	rat GALR2 agon	PME-1 Maybridge	OPRK1 antag MB	Luminol counter	NOTCH agonist	TLR4-MyD88 inh	Nox1 inh
NC(=O)C1CC2CCC1CC2 (stereo unspecified)	5	-2	1	-2	2	-0.2	3	-36
CCCCc1ccc(NC(=O)CSc2nnc(N)s2)c(C)c1	-16	-1	-1	-5	2	-0.4	-3	-38

(list continues)
structure	S1P1 ag	rat GALR2 agon	PME-1 Maybridge	OPRK1 antag MB	Luminol counter	NOTCH agonist	TLR4-MyD88 inh	Nox1 inh
COC(=O)c1cc(OC)c(OC)cc1NC(=O)CC(CC(=O)O)c1cc(OC)c(OC)c(OC)c1 (stereo unspecified)	2	-1	-4	-6	2	0.0	-2	-58
O=C(NC1(O)C(=O)c2ccccc2C1=O)c1cccc2c1-c1ccccc1C2=O	-3	-3	9	6	-3	-0.6	2	-7
O=c1cc(CSCc2ccc(Cl)cc2)[nH]c(=O)[nH]1	9	-5	4	14	-1	0.3	-1	17
Cc1ccc2nc(-c3ccc(N=Cc4c(O)ccc5ccccc45)cc3)sc2c1	0	7	12	-19	-17	-0.1	-21	21
C#Cc1ccc(NC(=O)c2cc(C(F)(F)F)cc(C(F)(F)F)c2)cc1	-24	-9	-33	17	-3	0.4	-10	29
COc1cc(Cl)c(NS(=O)(=O)c2cc(Br)c(Br)s2)c(OC)c1	17	-6	-2	-4	3	-1.0	4	-41
CCOC(=O)c1cc(C#N)c(Sc2ccccn2)nc1C(F)(F)F	28	-9	2	-4	4	0.1	-13	-8
CCOC(=O)c1c(C)nn(-c2ccc(NC(=O)c3c(C)noc3C)cc2)c1C	-10	-4	2	7	-2	-0.3	·	-17
N/C(=N\NS(=O)(=O)c1ccccc1OC(F)(F)F)c1cnccn1	-13	-9	-2	-12	14	-1.0	0	32
N#Cc1sc(C(N)=O)c(-c2ccccc2)c1-c1ccccc1	12	-7	0	17	-2	0.0	3	-28
O=S(=O)(Nc1ccccc1N1CCOCC1)c1ccc(S(=O)(=O)c2ccccc2)s1	19	-7	11	1	3	-0.5	9	22
O=C(O)CC(F)(F)C(=O)O	3	7	0	16	3	-0.7	10	-51
O=C1CC2(CCCC2)C(=O)N1c1ccc(S(=O)(=O)N2CCc3ccccc3C2)cc1Cl	28	-8	4	-20	0	-0.4	-19	-15
Cc1ccc(S(=O)(=O)NCC(=O)OCc2ccccc2)cc1	-5	-9	2	-2	-4	0.8	1	-11
COc1ccc(SCC(O)CNCc2ccc(Cl)cc2)cc1 (stereo unspecified)	-4	-2	-1	14	2	-0.1	3	-48
Cc1cc(C)c2c(=O)n(C(=O)c3ccc(Cl)cc3)sc2n1	6	-2	6	-5	-1	-0.5	3	-62
O=C(CSc1ccccc1C(=O)O)NCc1ccc2c(c1)OCO2	12	-5	5	9	-7	-0.5	-4	16
CC(C)(C)C(=O)NNC(=O)c1cc(C(C)(C)C)nn1Cc1ccccc1	-4	-8	2	-19	2	0.1	-3	-31
Cn1c2c(c(=O)n3ncnc13)CCCC2	91*	1	-2	-2	2	-0.5	10	-51
O=C1NC(C2CC=CCC2)Nc2ccccc21 (stereo unspecified)	4	-6	1	1	3	-0.2	-1	-28
O=S(=O)(O)c1cccc2cccc(Cl)c12	-1	-3	7	17	-3	-0.2	6	17
CC12CCC(C1)C(C)(C)C2NC(=O)C1CCC1 (stereo unspecified)	6	-7	0	9	2	0.3	0	-33
CN(Cc1ccccc1)S(=O)(=O)c1ccc(N2CCOCC2)nc1	5	-6	5	14	-2	-0.2	6	6
O=C(O)CCCNc1ccc([N+](=O)[O-])cc1[N+](=O)[O-]	-11	-3	1	-1	3	-0.4	-3	-13
Cc1oc(-c2cccs2)cc1C(=O)NCCNc1nccc(C(F)(F)F)n1	31	-8	-1	-11	8	·	2	-14
FC(F)(F)c1cc(-c2ccc(Br)cc2)n[nH]1	-32	-1	-11	6	4	0.2	0	-47
Cc1oc2ccccc2c2nn(C)c(=O)c1-2	-8	-4	1	1	2	-0.8	20	-43
CC(C)[C@H]1COC(c2cccc(C3=N[C@@H](C(C)C)CO3)n2)=N1	-8	-6	5	2	-3	0.9	6	-32
CC(C)n1cc(C#N)c(=O)n(Cc2ccccc2)c1=O	-13	-5	7	8	4	2.1	-6	-25
COc1ccc(Oc2ccc(NC(=O)Cc3cccs3)cn2)cc1	-12	-7	0	-14	4	-0.2	-1	-43

Individual results from the results shown.
`Cc1oc(-c2cccs2)cc1C(=O)NCCNc1nccc(C(F)(F)F)n1` – PME-1 Maybridge = -1
`Cc1cc(C)c2c(=O)n(C(=O)c3ccc(Cl)cc3)sc2n1` – PME-1 Maybridge = 6
`O=c1cc(CSCc2ccc(Cl)cc2)[nH]c(=O)[nH]1` – rat GALR2 agon = -5
`Cc1ccc(S(=O)(=O)OC[C@H]2O[C@@H](n3cnc4c(=O)[nH]c(NC(=O)C(C)C)nc43)CC2O)cc1` (stereo partly specified) – PME-1 Maybridge = 6
`Cc1oc2ccccc2c2nn(C)c(=O)c1-2` – TLR4-MyD88 inh = 20
`CC(C)(C)C(=O)NNC(=O)c1cc(C(C)(C)C)nn1Cc1ccccc1` – OPRK1 antag MB = -19
`CCOC(=O)c1c(C)nn(-c2ccc(NC(=O)c3c(C)noc3C)cc2)c1C` – S1P1 ag = -10

Shown as a hit in S1P1 ag, of those listed so far:
| Structure | S1P1 ag | rat GALR2 agon | PME-1 Maybridge | OPRK1 antag MB | NOTCH agonist | TLR4-MyD88 inh | Nox1 inh |
| --- | --- | --- | --- | --- | --- | --- | --- |
| Cn1c2c(c(=O)n3ncnc13)CCCC2 | 91* | 1 | -2 | -2 | -0.5 | 10 | -51 |

The results go on.
structure	S1P1 ag	rat GALR2 agon	PME-1 Maybridge	OPRK1 antag MB	Luminol counter	NOTCH agonist	TLR4-MyD88 inh	Nox1 inh
CC(C)(C)CC(=O)NC(C)(C)C	0	-5	2	7	-7	0.1	13	-21
Cc1cc(NS(=O)(=O)c2ccc(Cl)s2)no1	15	-5	4	1	7	-1.2	-5	71
COc1ccc(CCNC2=NCCS2)cc1OC	3	-6	3	-10	-3	-6.2	0	-48
O=C(Nc1cccc(C(F)(F)F)c1)Nc1cnn2c(C(F)(F)F)cc(C(F)(F)F)nc12	-1	7	1	-33	-2	-0.1	-4	-90
Oc1ccc(-n2cncn2)cc1	1	-8	-5	0	-67	-0.9	-7	-37
O=C1C2C3C=CC(C3)C2C(=O)N1c1cc(Cl)cc(Cl)c1 (stereo unspecified)	-10	-5	-1	-10	0	-0.4	-3	-36
N#C/C(=C\c1ccc(Cl)cc1Cl)C(=O)O	-9	-1	2	-11	-2	-0.7	0	-80
O=S(=O)(c1ccc(-c2csnn2)cc1)N1CCOCC1	-10	-4	-1	0	-1	-0.5	2	-14
CCN(CC)c1ccc(NS(=O)(=O)c2ccc(F)cc2)cc1	-3	-4	-1	-12	23	-0.5	-7	102*
Cc1onc(-c2ccccc2)c1C(=O)NNc1c(Cl)cccc1Cl	-15	-4	5	-24	14	1.7	-7	-39
COC(=O)c1ccc([N+](=O)[O-])c(Oc2ccc(Cl)cc2Cl)c1	71	-9	1	-11	2	0.2	-5	-52
COCc1cc(=O)[nH]c(-c2csc(C)n2)n1	-2	-4	6	-5	-6	0.1	3	14
Cn1cnc([N+](=O)[O-])c1NC1Cc2ccccc2C1	20	-10	-5	-8	3	0.3	-4	-27
CSc1nc(C)nc(N/C=C(\C#N)C(=O)C2CC2)n1	-6	-4	1	-3	-2	0.4	4	-58
FC(F)(F)c1cccc(Nc2nnc(-c3cccnc3)s2)c1	0	-3	1	-16	0	-0.2	-4	-38
N#CCCn1nc(-c2ccccc2)cc1NC(=O)NC(=O)c1c(F)cccc1Cl	13	-7	-1	-7	3	-0.9	-9	-39
O=C(c1ccc(S(=O)(=O)N2CCOCC2)o1)N1CCOCC1	-5	-7	0	-1	-2	-0.6	-4	18
O=C(CCSc1cc(Cl)ccc1Cl)N1CCc2cc([N+](=O)[O-])ccc21	19	-2	2	-3	-4	-0.8	·	16
c1cc2c(ccc3nonc32)nn1	1	-2	-3	-5	4	-0.1	2	-56
O=C(Nc1ccccc1)Nc1ccccc1N1CCOCC1	-5	-7	-2	-46	2	-0.7	4	-37
c1ccc2c(-c3nnc(CN4CCOCC4)o3)cccc2c1	-6	-5	7	-12	-7	-0.2	2	1
N#C/C(=N\Nc1ccccc1Oc1ccc(Cl)cc1Cl)C(=O)N1CCCC1	-19	-1	4	-6	-1	-0.3	5	-50
O=C(O)c1nccnc1C(=O)N1CCCN(C(=O)c2cccs2)CC1	-1	-6	-3	5	2	-0.6	-2	-50
CN(C)S(=O)(=O)Oc1ccc(/C(N)=N/O)cc1	2	-9	-1	6	4	-0.6	-5	18

Compound activity (PubChem)
